# Assay outcomes deposited in PubChem by Broad Institute.
# PGC1a acetyl inh: lowers PGC1a acetylation signal in U2OS cells | AlphaScreen anti-acetyl-lysine; with virally co-expressed GCN5 acetyltransferase | inhibition, % at 15.6 µM | actives 0.17% (n = 350,000);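 active = every replicate shows inhibition of at least 40%; inconclusive = mean inhibition at least 40% but some replicate below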;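 also: 0% = neutral control wells and 100% = positive control wells; some results beyond the cut were filed as inactive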
# LGR2 antag: Drosophila LGR2 receptor signaling inhibition. HEK293 LGR2, CRE-luciferase, bursicon-stimulated, 4 h. inhibition, % at 9.99 µM. actives 0.35% (n = 380,000). AID 720647;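 active = drop in luminescence signal, shown as inhibition above about 50% in the replicate tests, limit read from the data, passing the limit was not always enough; inconclusive = probably only some replicates passing the limit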;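 also: agonist challenge used bursicon conditioned medium at about half maximal strength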
# EWS-Fli inh: blocks EWS/Fli oncoprotein-driven transcription | AID 651661 | actives 0.67% (n = 350,000) | A673 NR0B1-luciferase reporter, viability-normalised | inhibition, % at 12.6 µM;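 active = mean inhibition of at least 50% after viability correction, with every replicate also passing that limit; inconclusive = mean reaches 50% but only one of two replicates passes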;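 also: firefly luciferase signal divided by Alamar Blue viability fluorescence both relative to DMSO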
# CASP6 VEID inh: caspase-6 (human) enzyme inhibition | inhibition, % at 12.5 µM | purified caspase-6, Z-VEID-R110 cleavage fluorescence | actives 0.53% (n = 350,000) | P55212;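 active = mean inhibition across replicates at least about 35%, with every replicate also reaching that limit, limit read from the data; inconclusive = only one of the two criteria met; inactive = neither criterion met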;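 also: 0% = median of neutral control wells and 100% = no fluorescence left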
# Target sequence (P55212 24-179 limits assumed): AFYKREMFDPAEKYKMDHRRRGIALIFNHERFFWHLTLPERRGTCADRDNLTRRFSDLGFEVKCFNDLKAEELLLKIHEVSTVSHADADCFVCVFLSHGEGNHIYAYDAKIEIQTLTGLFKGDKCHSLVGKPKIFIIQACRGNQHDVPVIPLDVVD
# Target sequence (P55212 194-293 limits assumed): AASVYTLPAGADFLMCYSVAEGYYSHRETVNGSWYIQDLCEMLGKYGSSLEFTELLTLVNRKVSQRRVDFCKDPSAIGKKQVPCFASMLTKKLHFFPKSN
# FN deposition inh: fibronectin deposition inhibition | inhibition, % at 12.6 µM | AH1F fibroblasts, Alexa488-fibronectin deposition fluorescence, overnight | actives 0.086% (n = 350,000);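 active = mean inhibition across replicates of 30% or more, regardless of how many single replicates reach that level; inconclusive = mean under 30% yet at least half of replicates reach 30%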;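 also: positive control wells lacked labelled fibronectin entirely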
#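 Material – AH1F fibroblast monolayer, labelled fibronectin deposition · Reagent – labelled fibronectin 24 nM · Timing – 1 h adhesion, overnight exposure · Measured by – fluorescence at 485 nm excitation, 525 nm emission · Read-out – inhibition of fibronectin deposition signal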
# PAX8 reporter: inhibitors of PAX8 transcriptional activity in RMG-I cells | RMG-I TPO-luciferase reporter, SteadyGlo, 24 h | inhibition, % at 12.6 µM | actives 1.2% (n = 360,000) | AID 652154;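 active = mean replicate inhibition at least 60% with every replicate also reaching 60%; inconclusive = only one of the two criteria is met; inactive = mean below 60% and not all replicates reaching 60%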;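 also: luciferase light reporting Pax8 driven TPO promoter activity; plate controls were median of neutral control wells for no effect and mitoxantrone controls for full effect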
# Cneo AK release: causes C. neoformans cell lysis; adenylate kinase release luminescence, 4 h; normalised: neutral wells 0, clomiphene wells 100; lysis activity, % at 15 µM; actives 0.2% (n = 360,000); AID 651654;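 active = mean lysis activity across replicates of at least 80%, whatever share of replicates individually reach that level; inactive = mean lysis activity below 80%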
#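 Material: C. neoformans cells; Schedule: 4 h static compound exposure, 37 °C, read 1 h post-reagent; Measured by: adenylate kinase release luminescence; Read-out: signal increase indicating cell lysis; Controls: Clomiphene as positive lysis control.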
# miR-122 sensor: miR-122 inhibition in Huh7 cells | Huh7 miR-122 Renilla luciferase sensor, 48 h; neutral wells = 0, positive control = 100 | activation (reporter increase), % at 12.5 µM | actives 0.3% (n = 340,000) | AID 602342;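 active = mean replicate activation score at least 90 and every replicate individually at or above 90; inconclusive = only one of the two criteria met; inactive = neither criterion met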;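 also: higher luciferase means less miR-122 activity so hits act as miR-122 inhibitors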
# Starred values were filed as active, the others as inactive; ? = inconclusive; . = not tested or not shown; [ ] = remark or other dose.
SMILES,PGC1a acetyl inh,LGR2 antag,EWS-Fli inh,CASP6 VEID inh,FN deposition inh,PAX8 reporter,Cneo AK release,miR-122 sensor
CCOC(=O)c1ccc(Nc2cc(C)nc(-c3ccccc3)n2)cc1,.,1.2,32.8,-2.6,8.4,19.1,0.7,20.5
C=CCNc1nc(Cl)nc(Nc2ccc([N+](=O)[O-])cc2)n1,1.1,-12.9,1.7,0.7,3.3,-2.3,.,.
CCCCOC(=O)c1ccc(Nc2ncnc3nc[nH]c23)cc1,0.4,-29.0,-45.9,-2.3,-4.6,-11.6,-1.7,-3.8
CCc1nnc(NC(=O)C2CCN(S(=O)(=O)c3ccc(C)cc3)CC2)s1,.,-30.8,18.4,0.0,-3.3,-2.5,.,.
COC(=O)c1cn(NC(=O)C2CCCO2)c(=O)c2ccccc12 (stereo unspecified),-30.0,.,.,.,-2.4,-13.5,-0.9,-6.1
Cn1cc(C(=O)N/N=C/c2cccc([N+](=O)[O-])c2)c2ccccc21,2.3,-21.5,-1.7,-3.1,-5.6,-11.8,-2.4,4.9
CSc1ccccc1C(=O)Nc1cc2c(cc1C(=O)O)OCCCO2,-6.7,-6.7,-1.9,-1.3,-3.1,8.1,-5.3,0.1
Cc1ccc2c(c1)C1CN(C)CCC1N2S(=O)(=O)c1ccc(C(C)C)cc1 (stereo unspecified),-0.4,.,5.1,-7.0,-10.2,-4.2,-0.1,-0.7
Cc1cc(C)cc(OCCCN2CCC(C(O)(c3ccccc3)c3ccccc3)CC2)c1,.,34.0,-16.8,0.1,6.8,1.4,.,.
CC(C)CC#Cc1ccc([C@@H]2[C@@H](CO)N3C(=O)CN(C(=O)Cc4ccccc4)C[C@H]23)cc1,-2.3,-8.0,-5.4,5.2,.,.,.,.
COc1cc(OC)c(/C=N/n2c(C)nnc2C)c(OC)c1,-0.9,12.1,.,.,5.5,-22.6,-0.3,1.6
C=CCC1(O)C(=O)N2C(=C1C(=O)OCC)c1ccc3ccccc3c1CC2(C)C (stereo unspecified),-9.3,.,.,.,3.3,13.7,0.9,-1.0
COc1ccc(CN2C[C@@H](CO)O[C@@H](n3cnc4c(NCCO)ncnc43)C2)cc1,9.7,-4.9,-11.2,-1.4,-5.5,-12.2,-0.6,-2.3
O=S(=O)(c1ccc2c(c1)CCCN2)N1CCCC2CCCCC21 (stereo unspecified),.,2.2,7.5,-6.6,3.8,-5.8,0.2,.
Cc1ccc(C(=O)CN2CCN(c3ccccn3)CC2)c(C)c1,-2.3,1.1,-11.8,-11.6,4.1,-12.8,6.7,1.1
O=C(NCCc1ccccn1)/C(=C/c1ccco1)NC(=O)c1ccccc1,9.0,-9.6,-4.5,0.8,-7.7,-14.8,-3.5,5.5
Cc1cccc(C)c1NC(=O)C(c1ccccc1OC(F)(F)F)N1CCC(c2ccccc2)CC1 (stereo unspecified),.,0.1,14.1,-0.2,-4.5,0.2,.,.
N/C(COc1cc(Cl)cc(Cl)c1)=N\O,-2.2,.,8.9,2.6,-0.3,1.5,.,.
COc1ccc(CNC(=O)CN(C(=O)c2csnn2)c2cccc(C(C)=O)c2)cc1,.,-9.5,.,.,-6.2,-1.2,1.7,.
COc1cccc(-c2ccc([C@H]3[C@H](CO)N4CCCCN(C(=O)c5ccc6c(c5)OCO6)C[C@@H]34)cc2)c1,-7.4,-7.4,1.8,2.1,.,-30.0,-0.9,-11.6[16.7 µM]
CCCOc1ccc(C(=O)CCNc2cccc(Cl)c2)cc1,-11.8,-90.7,-24.9,-2.4,-2.0,-54.4,-0.3,3.2
C[C@H]1CN([C@@H](C)CO)C(=O)c2cccc(NC(=O)Nc3ccccc3)c2O[C@@H]1CN(C)Cc1ccc(C(=O)O)cc1,3.9,7.6,0.5,3.8,.,-3.2,-3.6,8.0[16.7 µM]
CCOC(=O)N1CCN(C(=O)c2cccc(F)c2)CC1,.,9.9,1.6,-1.3,.,-9.5,.,.
COc1cc(Cl)c(CN2CCC(CO)(CCOc3ccccc3)CC2)cc1OC,5.2,.,13.9,-1.8,0.2,-9.5,1.0,-3.2
COC(=O)CCc1c(C)c(C(=O)c2cc(OC)c(OC)c(OC)c2)c2ccccn12,.,13.6,29.3,-3.2,-1.3,16.0,0.1,.
Cc1cccc(NC(=S)NCC(c2cccnc2)N(C)C)c1C (stereo unspecified),-12.6,8.0,.,.,6.6,-13.2,-1.0,-4.5
CN(C)CCNC(=O)c1cccc(-c2cnc3c(NC=O)cc(/C=C/c4ccccc4)cn23)c1,-18.1,-21.5,14.6,-64.6,-0.8,?,0.2,-3.6
CCCc1cc(=O)[nH]c(SCC(=O)Nc2ccc(OC)c(S(=O)(=O)N3CCCCC3)c2)n1,0.2,-1.8,1.6,-4.7,1.3,3.5,0.8,8.0
O=C(C[C@H]1CC[C@@H]2[C@H](COC[C@H](O)CN2Cc2ccc(Cl)cc2)O1)NCCc1ccccc1,-1.7,4.9,11.1,0.3,0.4,21.7,1.8,-5.1[16.7 µM]
COc1cccc(/C(O)=C2\C(=O)C(=O)N(c3ccccn3)C2c2ccccc2OC)c1 (stereo unspecified),-2.1,.,.,.,4.6,-0.8,1.1,-2.0
COCC(=O)N1[C@H](CO)[C@@H]2c3ccccc3N(C(=O)c3ccccc3)C[C@@H]21,1.2,-15.3,2.9,-0.7,.,-9.5,3.2,3.8[16.7 µM]
CN1C[C@@H]2[C@H](c3ccccc31)[C@@H](CO)N2C(=O)Nc1ccc(F)cc1,2.0,-19.0,8.2,-7.4,.,12.4,-3.5,-20.5[16.7 µM]
C[C@H](CO)N1C[C@H](C)[C@H](CN(C)S(=O)(=O)c2ccc(F)cc2)Oc2ccc(NC(=O)c3ccncc3)cc2C1=O,-4.2,1.7,0.8,-1.6,-11.4,-8.3,-4.4,-5.6[16.7 µM]
Cc1nnc(NC(=O)CSc2nnc3scc(-c4ccc(C)c(C)c4)n23)s1,1.2,-8.7,.,.,-2.9,.,.,-9.5
CCOc1cc(C2C3=C(CC(C)(C)CC3=O)N(CCCOC)C3=C2C(=O)CC(C)(C)C3)ccc1O,-5.9,7.5,8.9,1.6,4.9,8.0,0.2,1.2
C[C@H](CO)N1C[C@H](C)[C@H](CN(C)S(=O)(=O)c2ccccc2)Oc2cc(-c3cccc(F)c3)ccc2S1(=O)=O,2.7,5.5,5.1,-3.9,.,.,-4.9,-3.9[16.7 µM]
C[C@@H]1CN([C@@H](C)CO)C(=O)c2cc(NS(=O)(=O)c3ccccc3)ccc2O[C@@H](C)CCCCO[C@@H]1CN(C)C(=O)Nc1ccc(C(F)(F)F)cc1,-7.9,2.8,-7.3,1.7,5.1,19.6,1.6,-5.4[16.7 µM]
COc1ccc(CC(=O)Nc2cccc3ncccc23)cc1OC,8.6,14.1,2.9,8.2,5.4,-9.6,.,.
CO[C@@H]1CN(C)C(=O)c2cc(NC(C)=O)ccc2OC[C@H](C)N(Cc2ccncc2)C[C@H]1C,-2.2,9.4,-0.1,.,-4.0,.,2.3,1.5[16.7 µM]
CN(CC(=O)Nc1ccc(Cl)c(Cl)c1)C1CCCCC1,.,15.3,8.6,-0.4,-5.4,13.3,-0.4,.
C[C@@H]1CCCCO[C@H](CN(C)C(=O)c2ccncc2)[C@@H](C)CN([C@@H](C)CO)C(=O)c2cc(NC(=O)Cc3ccccc3)ccc2O1,0.7,11.5,-0.6,0.4,-3.7,3.7,-0.2,-4.7[16.7 µM]
C[C@@H]1CN([C@H](C)CO)C(=O)c2cccc(NS(C)(=O)=O)c2O[C@@H]1CN(C)C(=O)Nc1ccc(F)cc1,3.3,17.9,-8.7,0.9,-7.9,13.5,0.6,5.4[16.7 µM]
Cc1ccccc1OCC(=O)N/N=C/c1ccc(Sc2nc3ccccc3s2)o1,-7.0,.,.,.,4.2,6.7,-1.4,0.8
CCOC(=O)c1sc2nc(C)nc(NCc3ccccc3)c2c1C,.,-1.6,5.6,0.7,8.9,-9.9,.,.
CC1CCN(C(=O)c2ccc(CS(=O)(=O)Cc3ccccc3)cc2)CC1,-8.2,-10.7,15.8,4.9,1.7,.,-0.4,-4.1
O=[N+]([O-])c1nn(-c2ccc3c(c2)OCCO3)n(O)c1=NCc1ccc(F)cc1Cl,-1.3,-33.3,-44.8,-1.7,3.3,-170.4,.,3.5
COc1ccc(NC(=O)CSc2nnc(-c3ccccn3)n2N)cc1Cl,-2.5,.,.,.,-2.6,.,1.1,-4.8
COc1ccc(NC(=O)Nc2ccc3c(c2)C(=O)N([C@H](C)CO)C[C@@H](C)[C@@H](CN(C)Cc2ccc(C(F)(F)F)cc2)OCCCC[C@@H](C)O3)cc1,-12.1,15.5,3.6,-2.1,6.3,44.2,-1.2,-2.3[16.7 µM]
CCOC(=O)C1=C(C)C(c2ccccc2O)NC(=O)N1 (stereo unspecified),-2.9,.,.,.,.,-10.8,0.8,-11.2
CCCNC(=O)C[C@H]1C[C@H]2c3cc(NS(=O)(=O)c4ccc(F)cc4)ccc3O[C@H]2[C@@H](CO)O1,2.4,-4.5,-5.4,0.5,-6.9,-7.9,-7.1,2.1[16.7 µM]
CC(C)NC(=O)Nc1ccc2c(c1)CC(=O)N([C@H](C)CO)C[C@H](C)[C@H](CN(C)Cc1ccc3c(c1)OCO3)O2,1.7,-13.8,.,-1.5,.,8.1,-0.7,1.1[16.7 µM]
C[C@@H]1CN([C@H](C)CO)C(=O)c2cccc(NS(=O)(=O)c3ccc(Cl)cc3)c2O[C@H]1CN(C)CC1CC1,-0.5,2.8,5.0,-0.5,.,-4.0,-0.4,-0.3[16.7 µM]
O=C(Nc1cccc(S(=O)(=O)NC2=NCCC2)c1)C1CC(=O)N(c2ccc3c(c2)OCCO3)C1 (stereo unspecified),18.6,5.1,9.6,-2.4,0.4,-3.9,1.7,-4.0
COc1ccc(CCNC(=O)[C@@]2(Cc3ccccc3I)c3ccccc3C(=O)N(Cc3ccccc3OC)[C@H]2c2ccc(CO)cc2)cc1,14.4,.,-4.9,-1.8,.,.,8.6,.
C[C@@H]1CCCCO[C@@H](CN(C)C(=O)c2ccccc2)[C@H](C)CN([C@H](C)CO)C(=O)c2cc(NS(C)(=O)=O)ccc2O1,-13.2,11.4,0.6,1.5,.,-8.3,1.2,2.5[16.7 µM]
CC(C)n1c(NCc2c[nH]c3ccccc23)nc2ccccc21,5.9,6.5,.,.,.,.,-0.3,4.6
CC1CN(C(=S)Nc2cccc(Cl)c2Cl)CC(C)O1 (stereo unspecified),-5.3,-4.8,3.3,-0.3,4.7,0.8,-0.8,-3.2
